# Screening data deposited in PubChem by several laboratories.
# SKKanGAS inh = S. pyogenes SKKanGAS growth inhibitors in kanamycin, primary screen, streptokinase expression inhibitor project, SKKanGAS strain, BacTiter-Glo luminescence | 6 h | inhibition, % at 7.5 µM | hit rate 1.3% among 300,000;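 active = mean replicate score, as percent of positive control median, at least 50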;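 also: strain carries kanamycin resistance gene driven by streptokinase promoter and grows in 40 µg/ml kanamycin; loss of luminescence reflects streptokinase promoter inhibition or plain growth inhibition; 0% = median of DMSO wells and 100% = positive control at its reference dose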
# TRPC4 block = inhibitors of mouse TRPC4 channel, primary screen, Fluo4 calcium, HEK293 TRPC4beta/mu-opioid cells; B-score at 10 µM; hit rate 0.39% among 300,000; Short transient receptor potential channel 4 (Mus musculus), Q9QUQ5; DAMGO-evoked Fluo4 calcium flux; stronger effect = lower value;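 active = B-score over 3 SD under the library average, no early fluorescence shift, positive overall ratio signal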
#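 Material: HEK293 cells with stable TRPC4beta plus mu-opioid receptor expression; probe or stimulus: DAMGO in two steps, submaximal then maximal; technique: Fluo4 calcium fluorescence by kinetic imaging, 5 s 1 Hz baseline; measure: integrated fluorescence ratio relative to baseline, converted to per-well B score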
# MrgX1 antagonist = antagonists of human MrgX1 receptor, primary screen, HEK293 cells, Fluo-4 calcium flux; Mas-related G-protein coupled receptor member X1 (Homo sapiens), Q96LB2; BAM8-22 antagonism; stronger effect = lower value; B-score at 10 µM; hit rate 1.3% among 310,000; AID 588676, 2011;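 active = calcium-response B-score plate-corrected more than 3 library SD below zero, starting fluorescence within 5 deviations, no agonist response on first addition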;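 also: peak minus trough fluorescence over baseline after final BAM8-22 challenge near maximal dose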
# TRPC4 agonist = activators of mouse TRPC4 channel, primary screen, Fluo4 calcium, HEK293 TRPC4beta/mu-opioid cells; Short transient receptor potential channel 4 (Mus musculus), Q9QUQ5; Fluo4 calcium fluorescence; stronger effect = higher value; B-score at 10 µM; hit rate 0.49% among 310,000; AID 2237, 2010;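 active = B-score above 5 SD of library B-scores, and initial fluorescence ratio not above library mean plus 5 SD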;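 also: positive B-score marks a calcium rise read as TRPC4 activation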
#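 Incubation: 45 min room-temperature Fluo4 loading, 110 s read / System: HEK293 cells stably co-expressing mouse TRPC4beta and mu-opioid receptor / Signal: Fluo4 fluorescence, kinetic / Control set: buffer (low) and maximal DAMGO (high) / Measure: integrated baseline-normalised fluorescence ratio, converted to per-well B score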
# TRPC4 PAM = positive allosteric modulators of TRPC4, primary screen, cell-based, mouse TRPC4beta, HEK293 mu-opioid, Fluo-4 calcium. Short transient receptor potential channel 4 (Mus musculus), Q9QUQ5. DAMGO EC20, Fluo-4 Ca2+ flux; stronger effect = higher value. B-score at 10 µM. hit rate 0.42% among 310,000. AID 2227, 2009;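 active = B-score of calcium response area above 5 SD of library B-scores, with initial fluorescence ratio within 5 SD of library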;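 also: B-score of integrated fluorescence ratio over time as area under calcium response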
# MrgX1 allo act = positive allosteric modulators of MrgX1, primary screen, HEK293 cells, Fluo-4 calcium flux | B-score at 10 µM | Mas-related G-protein coupled receptor member X1 (Homo sapiens), Q96LB2 | AID 588675, 2011 | FDSS; stronger effect = higher value | hit rate 0.63% among 310,000;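 active = plate-corrected calcium response at least 3 library SD above typical, normal starting fluorescence, not activating the receptor alone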;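 also: compound read alongside a low EC10 to EC30 dose of BAM8-22 agonist; peak minus trough fluorescence over baseline measured at the second addition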
# MrgX1 ag = agonists of human MrgX1 receptor, primary screen, HEK293 cells, Fluo-4 calcium flux | Fluo-4 calcium fluorescence, agonist mode; stronger effect = higher value | B-score at 10 µM | hit rate 0.44% among 310,000;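 active = calcium response B-score plate-corrected fluorescence ratio at least 3 library SD, with starting fluorescence B-score inside 5 SD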
#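 Assay system: MrgX1-expressing HEK293 cells / Amount: fifteen thousand cells per well / Doses: test compound in the initial addition of three / Timing: cells plated overnight, dye loaded 0.5 h 37 °C, 0.5 h room temperature / Technique: kinetic calcium dye fluorescence, Fluo-4 NW / Control set: positive and negative controls per plate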
# TRPC6 inh = mouse TRPC6 channel inhibitors, primary screen, cell-based, HEK293, membrane potential dye; ACh-evoked depolarization; stronger effect = lower value; B-score at 10 µM; hit rate 1.1% among 310,000; AID 2553, 2010;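 active = B-score under library mean minus 3 SD, initial fluorescence not abnormally high, positive integrated signal ratio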;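 also: B-score derived from integrated fluorescence ratio over the kinetic read; more negative B-score means stronger inhibition of depolarization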
# ANO1 block = TMEM16A chloride channel inhibitors, primary screen, cell-based, HTS | Anoctamin-1 (Mus musculus), Q8BHY3 | HEK293 TMEM16A/YFP iodide influx fluorescence, ionomycin | normalized B-score (activity score, 25-100; higher = stronger inhibition) at 10 µM | hit rate 1.2% among 310,000;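 active = ratio plate-corrected score three or more library SD toward inhibition, starting fluorescence score within five deviations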;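 also: score derived from kinetic fluorescence span divided by baseline fluorescence per well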
# Target sequence (Q8BHY3 whole entry, looked up): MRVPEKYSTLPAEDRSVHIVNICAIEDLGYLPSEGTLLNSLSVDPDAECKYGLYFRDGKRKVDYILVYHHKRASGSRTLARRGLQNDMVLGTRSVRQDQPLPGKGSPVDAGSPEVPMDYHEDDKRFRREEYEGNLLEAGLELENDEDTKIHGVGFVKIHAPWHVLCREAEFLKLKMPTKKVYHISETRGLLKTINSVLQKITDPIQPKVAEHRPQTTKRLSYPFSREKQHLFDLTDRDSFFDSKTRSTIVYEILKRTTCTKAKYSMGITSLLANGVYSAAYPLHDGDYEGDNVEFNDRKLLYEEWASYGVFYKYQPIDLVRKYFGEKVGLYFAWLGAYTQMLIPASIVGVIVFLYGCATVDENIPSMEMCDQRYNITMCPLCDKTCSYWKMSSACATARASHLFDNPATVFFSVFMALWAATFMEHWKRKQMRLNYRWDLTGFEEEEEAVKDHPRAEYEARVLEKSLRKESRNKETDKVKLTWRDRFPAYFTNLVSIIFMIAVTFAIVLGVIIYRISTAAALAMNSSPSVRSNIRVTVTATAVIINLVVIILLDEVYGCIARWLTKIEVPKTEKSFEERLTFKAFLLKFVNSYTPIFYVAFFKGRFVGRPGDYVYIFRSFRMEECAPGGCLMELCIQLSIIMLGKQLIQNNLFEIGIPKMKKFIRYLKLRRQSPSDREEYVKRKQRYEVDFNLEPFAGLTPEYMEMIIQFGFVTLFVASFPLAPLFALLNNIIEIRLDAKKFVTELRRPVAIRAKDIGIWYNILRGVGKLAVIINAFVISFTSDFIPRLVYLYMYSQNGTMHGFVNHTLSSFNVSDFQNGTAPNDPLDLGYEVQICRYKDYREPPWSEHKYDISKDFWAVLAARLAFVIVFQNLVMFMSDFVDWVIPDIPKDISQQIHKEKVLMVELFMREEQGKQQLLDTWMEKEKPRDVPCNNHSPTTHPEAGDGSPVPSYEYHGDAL
# ANO1 activ = TMEM16A chloride channel activators or potentiators, primary screen, cell-based, HTS; B-score at 10 µM; hit rate 0.3% among 340,000; HEK293 TMEM16A/YFP-H148Q/I152L, iodide quench fluorescence; stronger effect = lower value;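 active = fluorescence-ratio B-score plate-corrected deviation score at least 3 library SD below zero, with starting fluorescence score within 5 deviations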;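 also: channel opened by trigger with iodide after compound preincubation; score built on the fluorescence ratio of max minus min over baseline; more negative score means more quench and so TMEM16A activation or potentiation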
# TRPC6 activator = mouse TRPC6 channel activators, primary screen, cell-based, HEK293, membrane potential dye. Short transient receptor potential channel 6 (Mus musculus), Q61143. HEK293-TRPC6 membrane potential dye fluorescence; stronger effect = higher value. AID 2550, 2010. B-score at 10 µM. hit rate 0.13% among 310,000;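 active = B-score of the integrated fluorescence ratio above library mean plus 3 SD, and starting fluorescence ratio within library mean plus 5 SD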;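 also: higher score means more depolarization so channel activation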
# Numbers without * were called inactive; i = inactive; . = not tested or not shown.
SMILES,SKKanGAS inh,TRPC4 block,MrgX1 antagonist,TRPC4 agonist,TRPC4 PAM,MrgX1 allo act,MrgX1 ag,TRPC6 inh,ANO1 block,ANO1 activ,TRPC6 activator
COc1ccc(S(=O)(=O)NCCC(=O)NC(C)c2ccccc2)cc1 (configuration not stated),0,i,i,i,i,i,i,i,i,i,i
COc1ccc(CCNC(=O)CN(c2ccc(OC)cc2)S(C)(=O)=O)cc1,1,i,i,i,i,i,i,i,i,i,i
O=C(C1CCC1)N1CCc2cc(S(=O)(=O)NCc3cccnc3)ccc21,-4,i,i,i,i,i,i,i,i,i,i
CCC(C)n1c(SCC(=O)NCCc2ccc(S(N)(=O)=O)cc2)nc2ccsc2c1=O (configuration not stated),4,i,i,i,i,i,i,i,i,i,i
CC(C)c1ccc(NC(=O)C2C3C=CC4(O3)C2C(=O)N(CCN2CCOCC2)C4C(=O)NC2CCCCC2)cc1 (configuration not stated),16,i,i,i,i,i,i,i,i,i,i
CC1CC(C)CN(C(=O)CCn2c(=O)oc3ccccc32)C1 (configuration not stated),8,i,i,i,i,i,i,i,i,i,i
CC(NC(=O)CCC(=O)Nc1ccccc1O)c1ccccc1 (configuration not stated),-9,i,i,i,i,i,i,i,i,i,i
COc1cc2[nH]c3c(c2cc1OC)CCN1CCCC[C@@H]31,4,i,i,i,i,i,i,i,i,i,i
CCNC(=O)NCCNC(=O)c1cc(OCC(F)(F)F)ccc1OCC(F)(F)F,4,i,-5.5*,i,i,i,i,i,i,i,i
COc1cccc(N2CC(C(=O)Nc3nnc(SCC(=O)NCC4CCCO4)s3)CC2=O)c1 (configuration not stated),-1,i,i,i,i,i,i,i,i,i,i
COc1ccc2c(c1)CCc1c(C(=O)NCCc3ccc(OC)c(OC)c3)noc1-2,-1,i,i,i,i,i,i,i,i,i,i
O=C(O)C1CCCN1C(=O)c1cccs1 (configuration not stated),2,i,i,i,i,i,i,i,i,i,i
CCOCCCNC(=O)c1cn(CC)c2ccc(S(=O)(=O)N3CCCC3)cc2c1=O,-1,i,i,i,i,i,i,i,i,i,i
O=C(COC(=O)c1ccc(Br)cc1)NCc1ccc(F)cc1,-3,i,i,i,i,i,i,i,i,i,i
O=C(COc1ncnc2c1cnn2-c1ccccc1)Nc1ccc(S(=O)(=O)N2CCCCC2)cc1,17,i,i,i,i,i,i,i,i,i,i
COc1ccc(C(=O)Nc2cccc(-c3ccc(N4CCOCC4)nn3)c2)cc1,52*,i,i,i,i,i,i,i,i,i,i
COc1ccc(C(CC(=O)NCc2ccco2)c2ccc(F)cc2)cc1 (configuration not stated),12,i,i,i,i,i,i,i,i,i,i
O=C(NCCC1CCCCN1S(=O)(=O)c1cccs1)C(=O)Nc1ccccc1F (configuration not stated),-15,i,i,i,i,i,i,i,i,i,i
Cc1nonc1-c1ccc2c(c1)OCO2,-1,i,i,i,i,i,i,i,i,i,i
CCSc1nnc(NC(=O)C2CCN(S(=O)(=O)c3ccccc3C(F)(F)F)CC2)s1,1,i,i,i,i,i,i,i,i,i,i

# Records listed so far shown as hits in MrgX1 antagonist:
Molecule,TRPC4 block,MrgX1 antagonist,TRPC4 PAM,MrgX1 ag,ANO1 activ,TRPC6 activator
CCNC(=O)NCCNC(=O)c1cc(OCC(F)(F)F)ccc1OCC(F)(F)F,i,-5.5*,i,i,i,i

# Further compounds:
SMILES,SKKanGAS inh,TRPC4 block,MrgX1 antagonist,TRPC4 agonist,TRPC4 PAM,MrgX1 allo act,MrgX1 ag,TRPC6 inh,ANO1 block,ANO1 activ,TRPC6 activator
O=C(CNC(=O)C1COc2ccccc2O1)N/N=C\c1cccc(O)c1 (configuration not stated),3,i,i,i,i,i,i,i,i,i,i
CCN(CCCNC(=O)C1CCN(S(=O)(=O)N2CCOCC2)CC1)c1cccc(C)c1,-6,i,i,i,i,i,i,i,i,i,i
COc1ccc(CNC(=O)c2nccnc2CO)cc1,-7,i,i,i,i,i,i,i,i,i,i
CSc1ccccc1C(=O)NCCSc1ccccc1,-4,i,i,i,i,i,i,i,i,i,i
CN(C)S(=O)(=O)c1cccc(NC(=O)COC(=O)c2ccc([N+](=O)[O-])o2)c1,7,i,i,i,i,i,i,i,i,i,i
COc1ccc(/C=C/C(=O)NC(=S)NN2CCCCC2c2cccnc2)cc1OC (configuration not stated),-3,i,i,i,i,i,i,i,i,-4.6*,i
COc1ccccc1NC(=O)c1nn(-c2ccc(F)c(F)c2)ccc1=O,1,i,i,i,i,i,i,i,i,i,i
Cc1ccc(CNC(=O)c2cc3c(=O)n4ccccc4nc3n(Cc3ccco3)c2=N)cc1,6,i,i,i,i,i,i,i,i,i,i
Cc1cc(C)c(C#N)c(SCC(=O)Nc2ccccc2)n1,-3,i,i,i,i,i,i,i,i,i,i
COc1ccc(CC(=O)NNS(=O)(=O)c2ccc(F)cc2)cc1,-2,i,i,i,i,i,i,i,i,i,i
CCOC(=O)c1sc(NC(=O)c2cc3c(s2)CCC(C)C3)nc1C (configuration not stated),4,i,i,i,i,i,i,i,i,i,i
COc1ccc2c(c1OC)C(=O)N1c3ccccc3C(=O)N(c3ccccc3F)C21 (configuration not stated),-11,i,i,i,i,i,i,i,i,i,i
O=C1/C(=C\c2ccc(O)c(O)c2)SC(=S)N1Cc1ccccc1,-2,i,-12*,i,i,i,i,i,i,i,i
COc1ccc(-n2nc(C(=O)NCC(=O)N3CCN(c4cccc(Cl)c4)CC3)c3ccccc3c2=O)c(OC)c1,21,i,i,i,i,i,i,i,i,i,i
CCn1cc(/C=C/C(=O)c2ccc(O)cc2)c(C)n1,-2,i,i,i,i,i,i,i,i,i,i
Cc1cc(=O)oc2c(C)c(OCC(=O)Nc3cccnc3)ccc12,-4,i,i,i,i,i,i,i,i,i,i
CCc1nc2ccccc2c(=O)n1NC(=O)c1c(O)c2ccccc2[nH]c1=O,17,i,i,i,i,i,i,i,i,i,i
COc1ccc(CCNC(=O)CC(C)(C)CC2=NS(=O)(=O)c3ccccc3N2)cc1OC,12,i,i,i,i,i,i,i,i,i,i
CCC(C)NC(=O)C1CC(=O)N(CCc2ccc(F)cc2)C1 (configuration not stated),-10,i,i,i,i,i,i,i,i,i,i
COc1ccc([C@H]2C=C3CN(C(=O)OC(C)(C)C)S(=O)(=O)[C@H]3C[C@H]2OC(=O)c2ccc(C(F)(F)F)cc2)cc1,11,i,i,i,i,i,i,i,i,i,i
Nc1c(-c2ccccc2)sc2ccc3ccccc3[n+]12,-9,i,i,i,i,i,i,-5*,i,i,i
Cc1ccc(/C=C2/C(=N)N3N=C(CC(=O)N4CCCC4)SC3=NC2=O)o1,6,i,i,i,i,i,i,i,i,i,i
COc1cc(/C=C/C(=O)OCC(=O)NC(=O)NC23CC4CC(CC(C4)C2)C3)ccc1OCC#N,17,i,i,i,i,i,i,i,i,i,i
Nc1ccc(Br)cc1-c1nc2ccccc2[nH]c1=O,-85,i,i,i,i,i,i,i,i,i,i
Cc1ccc(C(=O)COC(=O)CNC(=O)CNC(=O)c2ccc(C)cc2)cc1,-6,i,i,i,i,i,i,i,i,i,i
CCC(CO)Nc1ccc(-c2nn(C)c(=O)c3ccccc23)cc1[N+](=O)[O-] (configuration not stated),33,i,i,i,i,i,i,i,i,i,i
CCc1ccc2[nH]c3nc(SCC(=O)NCC4CCCO4)nnc3c2c1 (configuration not stated),2,i,.,i,i,.,.,i,.,i,i
O=S(=O)(NCc1ccncc1)c1ccc(S(=O)(=O)NCC2CCCO2)cc1 (configuration not stated),8,i,i,i,i,i,i,i,i,.,i
Cc1nnc(NC(=O)C(C)Sc2nnc(CCNC(=O)c3ccccc3F)n2C)s1 (configuration not stated),5,i,i,i,i,i,i,i,i,i,i
O=C1CC(c2ccccc2)CC2=C1C=Nc1ccccc1N2 (configuration not stated),-2,i,i,i,i,i,i,i,i,i,i
COc1ccc(CCNC(=O)c2ccc3c(=O)n(Cc4ccco4)c(=S)[nH]c3c2)cc1OC,23,i,i,i,i,i,i,i,i,i,i
Cc1c(C(=O)N2CCc3ccccc3C2)oc2ccc(Br)cc12,34,i,i,i,i,i,i,i,i,i,i
Cc1ccc2[nH]c(=O)c(CN(Cc3ccco3)C(=O)c3ccncc3)cc2c1,-11,i,i,i,i,i,i,i,i,i,i
COc1cc(OC)cc(C(=O)NCC2CCCN(C(=O)c3oc(C)cc3C)C2)c1 (configuration not stated),0,i,i,i,i,i,i,i,i,i,i
CCN(C(=O)CSc1nnc(-c2ccccc2)n1C)C1CCS(=O)(=O)C1 (configuration not stated),-3,i,i,i,i,i,i,i,i,i,i
Cc1sc2c(c1C)C(=O)NC(c1ccccc1F)N2 (configuration not stated),9,i,i,i,i,i,i,i,i,i,i
CNC(=O)NC(=S)NC(=O)c1ccc(OC)cc1,-14,i,i,i,i,i,i,i,i,i,i
Nc1cc(=O)[nH]c(N2CCN(c3ccccc3)CC2)n1,-3,i,i,i,i,i,i,i,i,i,i
COc1ccc2ccccc2c1/C=N/Nc1ccc(Cl)c(C(=O)O)c1,10,i,i,i,i,i,i,i,i,i,i
CCOc1ccc(NC(=O)CCNS(=O)(=O)c2ccc3c(c2)CC(C)N3C(C)=O)cc1 (configuration not stated),-7,i,i,i,i,i,i,i,i,i,i
